Screening data (PubChem BioAssay)
ERp5 inh – inhibitors of human ERp5 | ERp5 insulin aggregation, absorbance 650 nm, 90 min | hit rate 0.05% among 350,000 | inhibition, % at 9.99 µM | AID 651711;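 active means mean replicate inhibition above about 25%, with every replicate also reaching it, limit read from the data, passing the limit was not always enough; inconclusive means only one of those two criteria met; inactive means neither criterion met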
Target sequence (Q15084 whole entry, looked up): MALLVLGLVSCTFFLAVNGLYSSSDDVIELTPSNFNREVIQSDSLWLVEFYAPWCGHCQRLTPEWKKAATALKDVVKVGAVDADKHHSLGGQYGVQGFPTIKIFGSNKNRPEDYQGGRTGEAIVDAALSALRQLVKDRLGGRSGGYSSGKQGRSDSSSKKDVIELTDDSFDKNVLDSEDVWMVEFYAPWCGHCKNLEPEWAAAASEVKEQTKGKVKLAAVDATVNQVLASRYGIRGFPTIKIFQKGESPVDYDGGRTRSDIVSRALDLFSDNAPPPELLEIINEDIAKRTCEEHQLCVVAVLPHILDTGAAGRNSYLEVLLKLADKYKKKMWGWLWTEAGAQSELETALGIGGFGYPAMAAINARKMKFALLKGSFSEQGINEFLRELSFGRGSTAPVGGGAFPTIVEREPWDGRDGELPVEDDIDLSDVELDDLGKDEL
esBAF inh – blocks esBAF chromatin remodeling in mouse ES cells; reporter increase, % at 12.5 µM; hit rate 2% among 350,000; AID 602393; Bmi1-luciferase knock-in reporter, 24 h; 100% = twice the neutral-well signal; in the data active means activation above about 40%; inconclusive means no clear call, values can overlap the other calls;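 further: 0% = median of the plate's neutral control wells and 100% = double that signal; a rise in the Bmi1 reporter signal indicates esBAF inhibition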
miR122 inh – blocks miR-122 activity in Huh7 sensor cells; hit rate 0.3% among 340,000; activation (reporter increase), % at 12.5 µM; Huh7 miR-122 Renilla luciferase sensor, 48 h; neutral wells = 0, positive control = 100; AID 602342;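 active means mean replicate activation score at least 90 and every replicate individually at or above 90; inconclusive means only one of the two criteria met; inactive means neither criterion met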;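 further: higher luciferase means less miR-122 activity so hits act as miR-122 inhibitors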
C2C12 statin – suppression of simvastatin myotoxicity; C2C12 myotubes + simvastatin, ATP luminescence, 48 h; scaled: DMSO 0, geranylgeraniol control 100; rescue of ATP level, % at 7.49 µM; hit rate 0.78% among 330,000; AID 602340;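 active means mean ATP rescue above about 67%, or every replicate alone reaching that limit, limit read from the data, passing the limit was not always enough; inconclusive means no clear call, values can overlap the other calls; inactive means mean under the limit and some replicate under it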;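 further: myotubes were challenged with 10 µM simvastatin during compound exposure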
SIRT5 block – inhibitors of human sirtuin-5 desuccinylase | hit rate 1.1% among 330,000 | inhibition, % at 15 µM | Purified SirT5, succinyl-peptide AMC, trypsin-coupled fluorescence | Q9NXA8; in the data active means inhibition above about 15%; inconclusive means no clear call, values can overlap the other calls
Target sequence (Q9NXA8 whole entry, looked up): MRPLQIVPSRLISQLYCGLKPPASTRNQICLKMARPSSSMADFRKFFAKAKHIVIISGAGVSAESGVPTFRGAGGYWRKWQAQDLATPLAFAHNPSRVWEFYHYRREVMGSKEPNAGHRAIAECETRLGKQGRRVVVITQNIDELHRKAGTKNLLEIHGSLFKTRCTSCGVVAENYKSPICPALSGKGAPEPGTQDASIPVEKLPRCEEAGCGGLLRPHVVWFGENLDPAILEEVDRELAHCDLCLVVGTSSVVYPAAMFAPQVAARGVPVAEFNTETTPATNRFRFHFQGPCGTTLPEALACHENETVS
ARNT-TACC3 inh – disrupts binding between human ARNT and TACC3; Q9Y6A5; AlphaScreen His-ARNT PAS-B/GST-TACC3 binding, luminescence; TACC3 fragment carries E629A point mutation; inhibition, % at 9.99 µM; hit rate 0.66% among 390,000; AID 623870;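 active means mean inhibition of replicates at least 50% and at least half of replicates each reaching 50%; inconclusive means half or more replicates reach 50% but mean below 50%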;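 further: 0% = complete ARNT plus TACC3 wells and 100% = ARNT alone without TACC3; many hits fall short of the cut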
Cneo AK release – causes C. neoformans cell lysis; lysis activity, % at 15 µM; adenylate kinase release luminescence, 4 h; normalised: neutral wells 0, clomiphene wells 100; hit rate 0.2% among 360,000;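 active means mean lysis activity across replicates of at least 80%, whatever share of replicates individually reach that level; inactive means mean lysis activity below 80%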
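Material – log-phase Cryptococcus neoformans yeast cells · Input – 5 × 10^6 yeast cells/mL · Medium – fresh YPD growth medium · Doses – single compound concentration per well · Timing – static 4 h at 37 °C with compound, 1 h detection · Detection – adenylate kinase release luminescence · Read-out – signal increase indicating cell lysis · Control set – Clomiphene as positive lysis control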
Starred values were filed as active, the others as inactive; ? = inconclusive; · = no result given; [ ] = another dose, or the depositor's remark.

SMILES	ERp5 inh	esBAF inh	miR122 inh	C2C12 statin	SIRT5 block	ARNT-TACC3 inh	Cneo AK release
Cn1ncc(Br)c1NC(=O)Nc1ccc(OC(F)(F)F)cc1	1	·	·	·	-2	-19	·
COC(=O)c1cc(NC(=O)CN2C(=O)C(=O)N(C3CCCC3)C2=O)cc(C(=O)OC)c1	2	6	-5	11	0	·	0
CC(C)CN(C(=O)COC(=O)c1ccc(Cl)nc1)c1c(N)n(Cc2ccccc2)c(=O)[nH]c1=O	5	-1	·	-2	-3	3	1
Cn1cnc(S(=O)(=O)Nc2cc(C(F)(F)F)ccc2N2CCOCC2)c1	0	·	·	·	-3	-1	·
CN(C)C(=O)C[C@H]1CC[C@H]2[C@@H](COc3ccc(NC(=O)c4cnccn4)cc3C(=O)N2C)O1	4	-4	-7[16.7 µM]	1	3	2	-2
Nc1[nH]c(=O)[nH]c(=O)c1N=Nc1ccccc1Cl	3	7	-2	3	0	5	0
Cc1ccccc1OCCSCc1nc2ccccc2[nH]1	4	·	·	·	3	-1	·
C[C@@H]1CN([C@@H](C)CO)C(=O)Cc2cc(NC(=O)NC3CCCCC3)ccc2O[C@@H]1CN(C)Cc1ccccc1	?	2	10[16.7 µM]	-26	10	-26	67
COc1ccc(NC(=O)C(c2cc3c(cc2[N+](=O)[O-])OCO3)N(C)Cc2ccccc2)cc1 (stereo unspecified)	·	·	21	·	·	3	1
COc1ccc(C(C)=O)cc1CN1C(=O)NC2(CCCCCC2)C1=O	·	0	9	8	·	-23	7
CC(C)C(=O)Nc1ccc(NC(=O)c2ccc(COc3ccccc3)cc2)cc1	1	-2	4	1	1	7	-4
COC(=O)c1cn(NC(=O)c2cc(OC)cc(OC)c2)c(=O)c2ccccc12	·	-7	-7	·	·	-3	1
CCCCc1ccc(NC(=O)N[C@H](C(=O)O)C(C)CC)cc1 (stereo partly specified)	·	5	-10	-4	·	-5	-2
CCOc1cc(N2CCOCC2)c(OCC)cc1NC(=O)COC(=O)c1ccc(Cl)nc1	5	-3	1	5	-4	-5	-2
O=C(/C=C\Nc1ccc2c(c1)OCO2)c1ccc(Cl)s1	3	52*	-2	-12	-4	-15	2
O=C(O)c1ccc(/C=C2\SC(=S)N(NC(=O)c3ccccc3[N+](=O)[O-])C2=O)cc1	3	6	-1	0	3	33	-1
O=C(NCc1ccccc1)[C@@H]1[C@@H](CO)[C@@H]2Cn3c(cccc3=O)[C@H]1N2C(=O)CC1CC1	5	7	1[16.7 µM]	-14	0	-10	-2
Cc1[nH]c(=O)[nH]c(=O)c1S(=O)(=O)Nc1ccc(F)c(Cl)c1	2	-3	-4	0	-6	-4	-1
O=C(C1CCCC1)N1[C@H](CO)[C@H]2c3ccccc3N(S(=O)(=O)c3ccccc3)C[C@H]21	-1	-4	50[16.7 µM]	0	5	·	-6
Cc1noc(C)c1C(=O)Nc1ccc(F)c(F)c1	·	-2	-2	59	·	0	-2
COc1ccc(-c2nc(C#N)c(NCCN(C)C)o2)cc1	-2	-5	-7	-7	-16	0	-3
Cc1ccc(NC(=O)C2CC(=O)N(C(C)C)C2)cc1Cl (stereo unspecified)	1	2	1	1	-1	-2	3
Cc1ccc(-n2nnnc2-c2ccco2)cc1	·	·	-4	·	·	-3	-1
COc1cccc(CNC(=O)CCNS(=O)(=O)c2ccc(C)cc2)c1	-1	·	-2	14	1	-2	0
CC1=C(C(N)=O)C(c2ccccc2F)NC(=O)N1 (stereo unspecified)	·	-12	3	-3	·	-3	7
COC(=O)c1ccccc1NS(=O)(=O)c1ccc2c3c(cccc13)C(=O)N2	·	5	·	18	·	-9	0
CC(=O)N1[C@H](CO)[C@H](c2ccccc2)[C@@H]1CN(C(=O)c1ccccc1)C(C)C	-6	-4	-18[16.7 µM]	8	1	-1	-3
C[C@@H]1CN([C@@H](C)CO)C(=O)c2cc(NC(=O)Nc3ccccc3)ccc2O[C@@H](C)CCCCO[C@H]1CN(C)Cc1ccc(Cl)c(Cl)c1	·	-2	-15[16.7 µM]	-51	·	·	·
CCOc1ccc(C(=O)Nc2ccc(NC(=O)c3cccs3)cc2)cc1[N+](=O)[O-]	·	·	-4	·	·	-1	1
CC1(C)OC2CCN3C(C(O)COS3(=O)=O)C2O1 (stereo unspecified)	-4	8	-2	-2	·	-2	-2
O=C(c1ccccc1Br)N1CCN(Cc2ccc3c(c2)OCO3)CC1	0	-3	1	-4	-2	-3	-2
CN(C)C(=O)c1cccc(-c2ccc3c(c2)[C@H]2[C@H](CCN2C(=O)c2cccnc2)[C@@H](CO)N3)c1	·	-7	-1[16.7 µM]	9	·	11	-2
C[C@@H]1CN([C@H](C)CO)C(=O)c2cccc(N(C)C)c2O[C@H]1CN(C)Cc1ccc2c(c1)OCO2	7	-3	3[16.7 µM]	-10	2	-7	4
COc1ccccc1C(=O)Nn1c(-c2cccs2)nc2ccccc2c1=O	4	-9	6	3	-2	29	·
Cc1cccc(N2CC(C(=O)Nc3ccc(S(=O)(=O)N4CCCCC4)cc3)CC2=O)c1C (stereo unspecified)	1	4	0	8	1	4	2
CO[C@@H]1CN(C)C(=O)c2ccc(NS(=O)(=O)c3ccccc3)cc2OC[C@@H](C)N(Cc2ccccn2)C[C@@H]1C	5	-1	·	11	·	17	-1
CC(NC(=O)c1ccccc1NC(=O)c1ccncc1)c1ccccc1 (stereo unspecified)	-6	·	·	·	-2	3	·
COc1ccc(-c2cc(NC(C)=O)c3ncc(-c4ccc(F)cc4)n3c2)cc1OC	-6	-6	·	-19	3	·	1
CC(C)C(=O)Nc1ccc2c(c1)C(=O)N(C)[C@@H]1CC[C@@H](CC(=O)O)O[C@@H]1CO2	-5	-3	-17[16.7 µM]	-36	-5	-7	7
CCCNC(=O)Nc1ccc2c(c1)C(=O)N(C)[C@@H]1CC[C@H](CC(=O)NCCCN(C)C)O[C@@H]1CO2	-5	7	48[16.7 µM]	-10	-3	-8	48

Six structures from above, sorted by length of the SMILES, smallest number first:
SMILES	ERp5 inh	esBAF inh	miR122 inh	C2C12 statin	SIRT5 block	ARNT-TACC3 inh	Cneo AK release
CC(NC(=O)c1ccccc1NC(=O)c1ccncc1)c1ccccc1 (stereo unspecified)	-6	·	·	·	-2	3	·
O=C(c1ccccc1Br)N1CCN(Cc2ccc3c(c2)OCO3)CC1	0	-3	1	-4	-2	-3	-2
COc1ccccc1C(=O)Nn1c(-c2cccs2)nc2ccccc2c1=O	4	-9	6	3	-2	29	·
Cc1cccc(N2CC(C(=O)Nc3ccc(S(=O)(=O)N4CCCCC4)cc3)CC2=O)c1C (stereo unspecified)	1	4	0	8	1	4	2
C[C@@H]1CN([C@H](C)CO)C(=O)c2cccc(N(C)C)c2O[C@H]1CN(C)Cc1ccc2c(c1)OCO2	7	-3	3[16.7 µM]	-10	2	-7	4
CO[C@@H]1CN(C)C(=O)c2ccc(NS(=O)(=O)c3ccccc3)cc2OC[C@@H](C)N(Cc2ccccn2)C[C@@H]1C	5	-1	·	11	·	17	-1

More structures follow:
SMILES	ERp5 inh	esBAF inh	miR122 inh	C2C12 statin	SIRT5 block	ARNT-TACC3 inh	Cneo AK release
Cc1ccc(-c2nc(N)sc2CC(=O)OCC(=O)NC2CCCC(C)C2C)cc1 (stereo unspecified)	0	4	0	8	-3	-6	3
Cc1oc(/N=C/c2ccccc2)c(C#N)c1C	2	16	·	-2	-1	16	0
CCOC(=O)Cc1nc2cc(Cl)ccc2o1	2	·	·	·	-1	3	·
CCCOc1cccc(C(=O)NCCNC(=O)c2ccccn2)c1	3	-5	2	8	-4	1	8
Cc1c(CC(=O)N[C@@H](C)C(=O)O)c(=O)oc2cc3c(cc12)CCC(C)(C)O3	2	-2	-7	7	-35	-12	2
O=C(Nc1ccccc1)Nc1ccc(Cl)c(S(=O)(=O)N2CCOCC2)c1	2	5	-3	-5	-6	2	-2
Cc1cccc(C)c1OCC(=O)NCc1nnc(SCC(=O)NC2CCCCC2)n1C	·	-2	-10	2	·	-13	-1
Cc1cc(C(=O)N/N=C/c2cccn2C)n[nH]1	0	·	-2	·	0	-7	-1
CC(Sc1nnc(-c2ccc(Cl)cc2)n1C)C(N)=O (stereo unspecified)	·	-7	-6	-5	·	-5	-6
CC(C)Cc1cc(C(=O)Nc2sc3c(c2C#N)CCCC3)no1	-1	23	-1	-10	-3	-2	1
Cc1ccc(C)c(S(=O)(=O)N2CCCOC2CNC(=O)C(=O)NCc2ccccn2)c1 (stereo unspecified)	4	-1	-1	-2	-1	3	1
COC(=O)C(NC(C)=O)(Nc1ccccn1)C(F)(F)F (stereo unspecified)	·	-9	29	11	·	-3	-1
Cc1ccc([N+](=O)[O-])c(OCCN2CCC(Cc3ccccc3)CC2)c1	-2	·	·	·	-3	13	·
COCc1cc(=O)n2[nH]c(-c3ccsc3-n3c(C)ccc3C)cc2n1	·	-1	-1	7	·	·	2
CCCN(C)C[C@H]1Oc2ncc(Br)cc2C(=O)N([C@@H](C)CO)C[C@H]1C	-3	-2	0[16.7 µM]	-2	2	0	-3
O=C1C2C3C=CC(CC3)C2C(=O)N1c1ccc(Br)cc1[N+](=O)[O-] (stereo unspecified)	5	-6	-1	0	-5	-4	-1
Oc1ccccc1CNc1ccc(OC(F)(F)F)cc1	2	·	-13	·	-1	·	·
Cc1noc(C)c1NC(=O)N(C)C[C@@H]1Oc2ncc(C#CCC(C)C)cc2C(=O)N([C@@H](C)CO)C[C@H]1C	-2	-2	-3[16.7 µM]	30	1	-3	-13
Cc1ccc(OCC(O)CNCc2ccccc2)cc1C (stereo unspecified)	0	-4	11	-3	·	-12	-3
Cc1sc2ncnc(Sc3nnnn3-c3ccc(Cl)cc3)c2c1C	·	·	4	·	·	-2	4
N#CCc1c(C#N)c(N)nc(N2CCCC2)c1C#N	-3	-11	·	0	26*	-3	0
COc1ccc(C#Cc2cnc3c(c2)C(=O)N([C@@H](C)CO)C[C@H](C)[C@H](CN(C)CC2CCOCC2)O3)cc1	-1	-6	-4[16.7 µM]	-39	0	-3	0
O=S(=O)(Nc1nccs1)c1cc(Cl)ccc1Cl	·	-10	-3	0	·	-1	-1
CCOCCCN(C)C1CCN(C(=O)c2oc3ccccc3c2NC(=O)COc2cccc(C)c2)CC1	2	-5	23	-6	-2	7	0
CC(C)(C)c1nn(-c2ccccc2)c2[nH]c(=O)c(CNCc3ccco3)cc12	·	-8	1	18	·	-3	-3
COc1ccc(COC(=O)CCCN=C2NS(=O)(=O)c3ccccc32)cc1F	0	-2	2	1	·	·	0
Cc1ccc(C(=O)C(OC(=O)c2cnccn2)c2ccccc2)cc1 (stereo unspecified)	11	8	-1	-1	-2	·	-2
Cc1ccc(S(=O)(=O)NCCC(=O)NCc2ccccc2)cc1	0	9	-3	10	2	-20	-4
Cc1c(C2=CCN(S(=O)(=O)c3ccc(Cl)cc3)CC2)c2ccccc2n1C	·	·	2	·	·	0	-1
C[C@@H]1CN([C@@H](C)CO)C(=O)c2cc(NC(=O)Nc3cccc4ccccc34)ccc2O[C@@H](C)CCCCO[C@@H]1CN(C)C	·	-1	-5[16.7 µM]	32	·	·	·
O=C(Cc1cccc2ccccc12)N/N=C/c1ccc(OC(=O)/C=C/c2ccco2)cc1	·	16	14	47	·	33	-1
O=C(NNC(=O)c1ccc([N+](=O)[O-])cc1)NC1CCCCC1	3	·	·	·	-1	-7	·
COC(=O)COc1cccc(NS(=O)(=O)c2ccc(NC(C)=O)cc2)c1	-3	1	4	-12	1	-4	2
N#CCc1c[nH]c2ccc([N+](=O)[O-])cc12	0	-12	10	-5	·	-7	0
CCCCNC(=O)c1cccc(C(=O)NCCCC)c1	·	3	-2	-18	·	-20	-5
C[C@@H]1CCCCO[C@H](CN(C)C(=O)C2CCCCC2)[C@H](C)CN([C@@H](C)CO)C(=O)c2cc(NC(=O)C3CCCCC3)ccc2O1	6	-2	-12[16.7 µM]	·	0	-13	1
CCN(C(=O)c1ccco1)C1C2CC3CC(C2)CC1C3 (stereo unspecified)	7	2	-4	-7	-4	·	1
COc1ccc(NC(C)=O)cc1NC(=O)CN1CCN(c2ccccn2)CC1	·	10	-5	-13	·	0	1
